# From PubChem
# IL-1B inflam inh: qHTS for Inhibitors of Inflammasome Signaling: IL-1-beta AlphaLISA Primary Screen. THP-1 LPS/ATP IL-1B secretion, AlphaLISA, 16 h; active compounds read low. AID 743279, 2014. activity change, % at 57.5 µM. hit rate 4.7% among 360,000; in the data active = activity change below about -50%; inconclusive = mostly about -30% to -49%; also: % is scaled to controls: 0 for no effect and ±100 for the full control effect
#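 Secreted IL-1B measured by AlphaLISA bead assay after 16 h compound exposure of THP-1 cells; compounds (final up to 57.5 uM) added 1 h before LPS (250 ng/mL) and ATP (1.25 mM) stimulation; lower signal means less secretion.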
# ATXN2 expr inh: Primary qHTS for Inhibitors of ATXN expression. HEK-293 ATXN2-luciferase reporter, luminescence, 24 h. hit rate 0.72% among 360,000. Potency, µM (series often up to 57 µM), for inactives: at the highest dose activity change, negative = inhibition, hits mostly inhibitors. AID 1745845, 2022; also: potency is read from the fitted curve at half-maximal effect; % is scaled to controls: 0 for no effect and ±100 for the full control effect; nearly all actives have a fitted effect of over 55% in size
#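 ATXN2-luciferase reporter cells (luciferase flanked by upstream and downstream ATXN2 gene portions) were treated 24 h at 37 °C with compounds at up to 57 uM. SteadyGlo luminescence gave expression; GF-AFC fluorescence gave viability.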
# SW480 rereplic: A quantitative high throughput screen for small molecules that induce DNA re-replication in SW480 colon adenocarcinoma cells. hit rate 1.8% among 340,000. Potency, µM (series often up to 46.1 µM), for the others: at the top dose re-replication activation, usual class: activators. SW480 DNA re-replication, Hoechst DNA content imaging, 48 h. AID 624297, 2012; also: potency is read from the fitted curve at half-maximal effect; % of control where 0% means no effect; nearly all actives have a fitted effect of over 55% in size
#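 Cells (250 per well) received 23 nL compound or DMSO by pin tool and were kept 48 hr at 37 C, 5% CO2. Nuclei were then stained with Hoechst for 40 min and scanned for DNA content.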
# KB-3-1 cytotox: qHTS assay for MDR1-selective chemotherapeutics: Primary screen using the parental adenocarcinoma cell KB-3-1; Potency, µM (series often up to 46.1 µM), for the others: at the top dose activity change, negative = cytotoxic, hits mostly cytotoxic; hit rate 1.4% among 400,000; KB-3-1 viability, CellTiter-Glo ATP luminescence, 72 h; also: potency is read from the fitted curve at half-maximal effect; % is scaled to controls: 0 for no effect and ±100 for the full control effect; nearly all actives have a fitted effect of over 60% in size
#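 Parental KB-3-1 adenocarcinoma cells in phenol-red-free DMEM with 10% FBS were pin-treated with compounds at several concentrations, incubated 72 h at 37 °C, and viability read by CellTiter-Glo luminescence; concentration-effect curves were fitted after normalization.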
# HT1080-NT tox: qHTS for induction of synthetic lethality in tumor cells producing 2HG: qHTS for the HT-1080-NT fibrosarcoma cell line | Potency, µM (titrated, usually from 46.1 µM), for inactives: at the top dose activity, negative = less viability, hits mostly cytotoxic | HT-1080-NT fibrosarcoma viability, CellTiter-Glo ATP luminescence, 48 h | hit rate 1.6% among 360,000;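 also: NT is the 2HG producing partner of a matched IDH1 knockdown line; potency is read from the fitted curve at half-maximal effect; 0% = DMSO-treated cells and -100% = media-only wells without cells; nearly all actives have a fitted effect of over 55% in size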
#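 Read-out is CellTiter-Glo luminescence after 10 minutes at room temperature, following 48 hours' compound treatment of HT-1080-NT cells (750 cells/well, RPMI, 5% FBS, 37 degrees C).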
# KB-V1 cytotox: qHTS assay for MDR1-selective chemotherapeutics: Primary screen using the drug-selected MDR subline cells KB-V1. KB-V1 MDR cells viability, CellTiter-Glo, 72 h. Potency, µM (top dose mostly 46.1 µM), for the others: at the top dose activity change, negative = cytotoxicity, usual class: cytotoxic. hit rate 3.4% among 400,000. AID 1347076, 2019; also: potency is read from the fitted curve at half-maximal effect; % is scaled to controls: 0 for no effect and ±100 for the full control effect; nearly all actives have a fitted effect of over 60% in size
#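 KB-V1 cells (P-gp-expressing MDR subline of KB-3-1) in phenol-red-free DMEM with 10% FBS were exposed to library compounds over a concentration series for 72 h at 37 degrees C. Viability read by CellTiter-Glo luminescence; concentration-effect curves fitted after normalization.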
# MCF10A rerep: A quantitative high throughput screen for small molecules that induce DNA re-replication in MCF 10a normal breast cells; MCF 10A DNA re-replication, Hoechst nuclear intensity, 48 h; Potency, µM (highest dose often 46.1 µM), inactives show top-dose activity, positive = re-replication, usual class: activators; hit rate 2.9% among 350,000; also: potency is read from the fitted curve at half-maximal effect; % of control where 0% means no effect; nearly all actives have a fitted effect of over 50% in size
# HT1080 IDH1KD tx: qHTS for induction of synthetic lethality in tumor cells producing 2HG: qHTS for the HT-1080-IDH1KD cell line; Potency, µM (highest dose often 46.1 µM), without a hit: at the highest dose activity, negative = toxicity, actives largely listed as cytotoxic; AID 686971, 2013; hit rate 2% among 360,000; HT-1080 IDH1 knockdown viability, ATP luminescence, 48 h;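 also: potency is read from the fitted curve at half-maximal effect; 0% = DMSO wells and -100% = cell-free medium wells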
#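 HT-1080-IDH1KD cells (IDH1 knocked down), 750/well in RPMI with 5% FBS, treated with compound 48 h at 37 degrees C. Viability by CellTiter-Glo luminescence, normalised to DMSO and no-cell wells; concentration-response curves classed.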
# WRN inhibitor: qHTS for Inhibitors of WRN Helicase. Bifunctional 3'-5' exonuclease/ATP-dependent helicase WRN (Homo sapiens), Q14191. WRN helicase unwinding, fluorescent forked duplex, kinetic. Potency, µM (highest dose often 114 µM), for the others: at the top dose activity change, negative = inhibition, actives largely listed as inhibitors. hit rate 0.46% among 360,000; also: potency is read from the fitted curve at half-maximal effect; % is scaled to controls: 0 for no effect and ±100 for the full control effect; nearly all actives have a fitted effect of over 55% in size
# Target sequence (Q14191 whole entry, looked up): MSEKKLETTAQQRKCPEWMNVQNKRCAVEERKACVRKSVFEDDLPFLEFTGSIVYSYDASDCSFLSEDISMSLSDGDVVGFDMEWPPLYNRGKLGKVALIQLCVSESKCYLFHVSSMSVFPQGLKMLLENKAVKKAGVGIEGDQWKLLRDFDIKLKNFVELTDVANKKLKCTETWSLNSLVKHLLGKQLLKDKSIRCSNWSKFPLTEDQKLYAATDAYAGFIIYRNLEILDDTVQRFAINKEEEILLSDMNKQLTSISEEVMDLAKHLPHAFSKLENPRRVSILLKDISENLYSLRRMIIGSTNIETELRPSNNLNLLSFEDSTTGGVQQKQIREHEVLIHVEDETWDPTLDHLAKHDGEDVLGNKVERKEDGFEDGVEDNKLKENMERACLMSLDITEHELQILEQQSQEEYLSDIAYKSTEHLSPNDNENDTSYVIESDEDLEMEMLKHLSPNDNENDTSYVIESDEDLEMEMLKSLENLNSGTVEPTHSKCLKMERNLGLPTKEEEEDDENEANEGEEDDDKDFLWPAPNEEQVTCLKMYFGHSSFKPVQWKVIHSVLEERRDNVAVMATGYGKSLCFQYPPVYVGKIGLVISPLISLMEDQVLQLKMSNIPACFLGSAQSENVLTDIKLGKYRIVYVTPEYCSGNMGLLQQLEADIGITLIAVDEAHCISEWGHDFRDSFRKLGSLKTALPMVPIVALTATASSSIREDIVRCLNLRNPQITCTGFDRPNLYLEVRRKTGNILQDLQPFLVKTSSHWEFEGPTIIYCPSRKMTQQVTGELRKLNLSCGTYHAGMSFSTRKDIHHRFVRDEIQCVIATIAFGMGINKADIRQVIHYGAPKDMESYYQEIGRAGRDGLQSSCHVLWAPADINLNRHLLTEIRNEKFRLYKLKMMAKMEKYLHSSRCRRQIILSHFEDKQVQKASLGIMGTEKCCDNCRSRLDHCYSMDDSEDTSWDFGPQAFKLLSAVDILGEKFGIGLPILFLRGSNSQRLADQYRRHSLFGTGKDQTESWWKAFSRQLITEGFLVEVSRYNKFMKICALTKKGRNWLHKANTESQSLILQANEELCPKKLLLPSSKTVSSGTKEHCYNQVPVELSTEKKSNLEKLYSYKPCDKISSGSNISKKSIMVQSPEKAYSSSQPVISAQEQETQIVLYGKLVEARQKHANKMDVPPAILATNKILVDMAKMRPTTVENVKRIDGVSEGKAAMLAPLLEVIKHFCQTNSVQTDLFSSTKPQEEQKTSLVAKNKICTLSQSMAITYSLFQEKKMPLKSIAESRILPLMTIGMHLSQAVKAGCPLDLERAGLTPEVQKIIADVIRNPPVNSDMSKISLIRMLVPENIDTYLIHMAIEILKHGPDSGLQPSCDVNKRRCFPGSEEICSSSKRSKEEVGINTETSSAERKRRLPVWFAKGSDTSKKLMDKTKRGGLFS
#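 Fluorescence dequenching readout, ex 525 nm/em 598 nm, kinetic mode: forked duplex DNA (100 nM final) with adjacent fluorophore and quencher unwound by WRN (20 nM final) with 2 mM ATP. Compound preincubation 15 min, room temperature.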
# * hit, by the source's call; ? = inconclusive; . = not tested or not shown; [ ] = remark or other dose. Unless noted, calls follow the shape of the dose curve; as a rule, active = well fitted curve in the direction sought with a large enough effect; inconclusive = small, poorly fitted or top-dose-only effect, or another doubt; inactive = no such curve, though single readings can be large; an effect the other way counts as inactive or inconclusive.
# Results follow in this order: IL-1B inflam inh	ATXN2 expr inh	SW480 rereplic	KB-3-1 cytotox	HT1080-NT tox	KB-V1 cytotox	MCF10A rerep	HT1080 IDH1KD tx	WRN inhibitor
1	Cn1c(/C=N/n2cnnc2)nc2ccccc21
→ 35	44%[activator]	-14%	-6%	2%	-2%	-4%	?	-1%
2	O=C(COc1ccc(Br)cc1CO)Nc1ccccc1
→ -9	43%[activator]	-4%	0%	17%	?	5%	11%	9%
3	COc1ccc2cc(C(=O)C3CCCN(C(=O)c4cncs4)C3)ccc2c1 (configuration not stated)
→ -18	-4%	5%	.	-1%	.	22%	-10%	-30%
4	Cc1occc1C(=O)NN=C1C2CC3CC(C2)CC1C3
→ -11	39%[activator]	-1%	5%	14%	-6%	15%	6%	-7%
5	CCOc1ccc(S(=O)(=O)N2CCCC(C(=O)NCC3CCCO3)C2)cc1 (configuration not stated)
→ 11	-7%	-1%	-4%	-3%	-2%	-2%	0%	4%
6	CNC(=S)NCCc1cc2c(OC)ccc(OC)c2[nH]c1=O
→ -9	.	-98%	-11%	8%	13%	0%	3%	4%
7	CCN(/N=C/C=C/c1ccccc1)c1cc(=O)n(C)c(=O)[nH]1
→ -28	-5%	-22%	-4%	-3%	0%	-7%	3%	-8%
8	O=C(CNCC1CCCO1)N1CCCc2ccccc21 (configuration not stated)
→ 8	-1%	-8%	1%	3%	15%	-5%	7%	5%
9	COc1ccc(S(=O)(=O)N2CCCCC2)cc1NC(=O)CNc1ccccc1N1CCCC1=O
→ -1	11%	-21%	16%	0%	?	0%	10%	6%
10	CCCC(C(=O)Nc1cccc(S(=O)(=O)N2CCCC2)c1)c1ccccc1 (configuration not stated)
→ -9	?	-61%[inhibitor]	?	?	-17%	9%	-29%	-6%
11	NS(=O)(=O)c1ccc(CCNS(=O)(=O)c2ccc(Cl)cc2)cc1
→ -9	-18%	-3%	-10%	2%	5%	-2%	-1%	3%
12	COc1c(O)ccc2c1CN1CCc3cc4c(cc3C1C2)OCO4 (configuration not stated)
→ ?	?	15%	?	-9%	0%	-31%[inhibitor]	-6%	-14%
13	COc1ccccc1-c1oc2ccccc2c1-c1ccc2cc[nH]c2c1
→ ?	-23%	15%	?	?	?	?	?	-11%
14	CC(OC(=O)c1nsc(Cl)c1Cl)C(=O)NC(C)(C)C (configuration not stated)
→ 1	5%	10%	0%	8%	29%	-1%	8%	-3%[57.1 µM]
15	NC(=O)c1cc([N+](=O)[O-])ccc1NCc1ccc(C(=O)O)cc1
→ 6	6%	-13%	14%	15%	-12%	?	11%	-3%
16	Cc1cccc(OCC(=O)Nc2cc(S(=O)(=O)N3CCOCC3)ccc2N2CCCC2)c1C
→ -81*	-11%	5%	4%	-3%	?	15%	-1%	-5%
17	C/C(N)=C(/C#N)C(=O)COC(=O)c1ccc(OCC2CCCO2)cc1 (configuration not stated)
→ 23	39%[activator]	-5%	-13%	13%	22%	0%	-1%	-2%
18	COc1ccc(C)cc1S(=O)(=O)N1CCCC(C(=O)N2CCOCC2)C1 (configuration not stated)
→ 27	2%	2%	0%	21%	1%	1%	7%	4%
19	CCn1c(-c2cc(-c3cc(OC)ccc3OC)nc3ccccc23)n[nH]c1=S
→ -10	11%	1%	2%	9%	7%	4%	1%	1%
20	Cc1nn2c(N)c(-c3ccccc3)cnc2c1-c1ccccc1
→ -10	13%	-13%	3%	16%	24%	0%	4%	4%
21	Cc1cc(NC(=O)Cn2nnc(-c3ccccc3NC(=O)c3ccccc3F)n2)no1
→ 2	5%	2%	1%	-17%	-29%	2%	-22%	9%
22	NC(=O)C1(c2ccccc2)OC1c1ccccc1 (configuration not stated)
→ 0	5%	-9%	3%	0%	0%	-3%	-6%	5%
23	O=C(Sc1ccc(Cl)cc1)c1cccc(Cn2cc(C(F)(F)F)ccc2=O)c1
→ 20	.	64%	2%	-12%	14%	?	-18%	-6%
24	CC(C)(C)NC(=O)CN(C(=O)c1csnn1)c1cccc2c1CCCC2
→ 12	1%	-8%	5%	6%	20%	0%	13%	-1%
25	CC1CCCCC1NC(=O)c1ccncc1 (configuration not stated)
→ 21	5%	18µM*	0%	1%	22%	3%	-1%	-6%
26	Cc1c(N=c2scc(-c3ccccc3)n2C)c(=O)n(-c2ccccc2)n1C
→ -15	0%[11.3 µM]	-25%	-2%	22%	-19%	1%	1%	-2%
27	O=C(c1ccc(OC(F)(F)F)cc1)c1ncc[nH]1
→ -15	.	-3%	4%	2%	17%	0%	8%	-1%
28	CC(C)c1c(C#N)c(N)nc(SCC(=O)c2cc3ccccc3oc2=O)c1C#N
→ -9	-38%	?	?	-2%	?	15µM*	-6%	-2%
29	CCC(C)(C(=O)NC1CCCCC1)N(Cc1ccco1)C(=O)c1ccccn1 (configuration not stated)
→ -3	-1%	1%	-12%	9%	-5%	0%	11%	7%
30	NC(N)=NCCCC(NC(=O)c1ccccc1)C(=O)Nc1ccc([N+](=O)[O-])cc1 (configuration not stated)
→ ?	9%	15%	0%	13%	15%	-10%	10%	1%
31	Cc1ccc(-n2c(C)nn(CC#N)c2=O)cc1
→ 15	-7%	0%	-7%	8%	7%	-2%	12%	-29%
32	CCN1C(=O)/C(=C\N2CCOCC2)SC1=S
→ ?	-6%	-5%	-3%	-4%	4%	1%	-2%	2%
33	Clc1ccccc1-c1nn2c(-c3ccncc3)nnc2s1
→ -67*	4%	-2%	16%	-1%	?	-1%	-28%	-7%
34	CC(OC(=O)c1ccc(S(=O)(=O)N2CCCCC2)cc1)C(=O)NC1CCCCC1C (configuration not stated)
→ -1	-8%	-6%	12%	8%	-28%	-1%	-6%	-4%
35	CNC(=O)C1(C)C=CCN1C(=O)c1ccccc1 (configuration not stated)
→ 10	18%	-2%	8%	4%	-6%	-3%	19%	5%
36	CN(C)C(CNC(=O)c1cc(S(=O)(=O)N(C)c2ccc(F)cc2)ccc1Cl)c1ccco1 (configuration not stated)
→ 6	-5%	-6%	-19%	2%	?	12%	5%	7%
37	CC(=O)c1cccc(NC(=O)c2cccc3c(-c4cnn(C)c4)coc23)c1
→ -81*	-18%	.	0%	10%	?	.	18%	-3%
38	Cc1ccc(S(=O)(=O)N2CCCC2C(=O)N(C)Cc2cccs2)cc1 (configuration not stated)
→ 5	-8%	-6%	-9%	6%	21µM*	7%	12%	5%
39	Cc1cc(C)cc(NC(=O)COc2coc(CN3CCc4ccccc4C3)cc2=O)c1
→ 8	-3%	1%	2%	-23%	?	9%	-18%	-18%
40	O=C(O)Cn1c2c(c3ccccc31)CCCC2
→ 7	-16%	?	-3%	7%	-20%	?	14%	-1%

# Some of the entries so far, in transposed form.
[30] NC(N)=NCCCC(NC(=O)c1ccccc1)C(=O)Nc1ccc([N+](=O)[O-])cc1 (configuration not stated)
[31] Cc1ccc(-n2c(C)nn(CC#N)c2=O)cc1
[32] CCN1C(=O)/C(=C\N2CCOCC2)SC1=S
[33] Clc1ccccc1-c1nn2c(-c3ccncc3)nnc2s1
[34] CC(OC(=O)c1ccc(S(=O)(=O)N2CCCCC2)cc1)C(=O)NC1CCCCC1C (configuration not stated)
[35] CNC(=O)C1(C)C=CCN1C(=O)c1ccccc1 (configuration not stated)
[36] CN(C)C(CNC(=O)c1cc(S(=O)(=O)N(C)c2ccc(F)cc2)ccc1Cl)c1ccco1 (configuration not stated)
[37] CC(=O)c1cccc(NC(=O)c2cccc3c(-c4cnn(C)c4)coc23)c1
[38] Cc1ccc(S(=O)(=O)N2CCCC2C(=O)N(C)Cc2cccs2)cc1 (configuration not stated)
[39] Cc1cc(C)cc(NC(=O)COc2coc(CN3CCc4ccccc4C3)cc2=O)c1

assay / compound | 30 | 31 | 32 | 33 | 34 | 35 | 36 | 37 | 38 | 39
IL-1B inflam inh | ? | 15 | ? | -67* | -1 | 10 | 6 | -81* | 5 | 8
ATXN2 expr inh | 9% | -7% | -6% | 4% | -8% | 18% | -5% | -18% | -8% | -3%
SW480 rereplic | 15% | 0% | -5% | -2% | -6% | -2% | -6% | . | -6% | 1%
KB-3-1 cytotox | 0% | -7% | -3% | 16% | 12% | 8% | -19% | 0% | -9% | 2%
HT1080-NT tox | 13% | 8% | -4% | -1% | 8% | 4% | 2% | 10% | 6% | -23%
KB-V1 cytotox | 15% | 7% | 4% | ? | -28% | -6% | ? | ? | 21µM* | ?
MCF10A rerep | -10% | -2% | 1% | -1% | -1% | -3% | 12% | . | 7% | 9%
HT1080 IDH1KD tx | 10% | 12% | -2% | -28% | -6% | 19% | 5% | 18% | 12% | -18%
WRN inhibitor | 1% | -29% | 2% | -7% | -4% | 5% | 7% | -3% | 5% | -18%

[40] O=C(O)Cn1c2c(c3ccccc31)CCCC2

assay / compound | 40
IL-1B inflam inh | 7
ATXN2 expr inh | -16%
SW480 rereplic | ?
KB-3-1 cytotox | -3%
HT1080-NT tox | 7%
KB-V1 cytotox | -20%
MCF10A rerep | ?
HT1080 IDH1KD tx | 14%
WRN inhibitor | -1%
